Assay outcomes as filed in PubChem.
CTSL1 counter: Fasciola hepatica cathepsin L1 inhibitors, primary screen, counter-screen for PFM18AAP inhibitor project, biochemical, QFRET, fluorogenic peptide substrate; recombinant F. hepatica cathepsin L1, Z-Leu-Arg-MCA fluorescence; inhibition, % at 5.96 µM; 0.49% of 300,000 active;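 active means inhibition above the mean of all tested compounds plus 3 SD, set per screening campaign, cut at about 17% in these data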;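 further: 0% = plate median of test compound wells and 100% = 1 µM Z-Phe-Ala-diazomethylketone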
core dimer inh: inhibitors of HCV core protein dimerization, primary screen, biochemical, TR-FRET, high-throughput | TR-FRET GST/Flag-core106 dimerization, 1536-well | inhibition, % at 5 µM | 0.33% of 300,000 active | AID 1899, 2009;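 active means inhibition above the mean of all tested compounds plus 3 SD, set per screening campaign, cut at about 45% in these data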
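Assay system: tagged HCV core106 pair (GST and Flag); medium: KF-containing HEPES buffer, pH 7.45, DTT, CHAPS, BSA; also added: Eu donor and XL665 acceptor anti-tag antibodies; dosing: 5 µM single dose; timing: compound-protein-antibody incubation 4 h at 22.5 °C; signal: TR-FRET 671 and 617 nm emission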
PP5 inh: PP5 phosphatase inhibitors, primary screen, biochemical, fluorescence | purified PP5c, OMFP substrate fluorescence | inhibition, % at 6.7 µM | 0.18% of 320,000 active;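 active means inhibition above the campaign's mean inhibition across all tested compounds plus 3 SD, cut at about 9.5% in these data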;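 further: 0% = DMSO only and 100% = 100 µM cantharidin control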
AHR activator: AHR activators, primary screen, cell-based, luminescence, luciferase reporter, human; 2.5% of 320,000 active; AHR-responsive luciferase reporter cells; activation, % at 5 µM; Aryl hydrocarbon receptor (Homo sapiens), P35869; AID 2796, 2010; in the data active means activation above about 47%;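 further: 0% = vehicle wells and 100% = reference agonist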
TPT1 inh: Candida albicans TPT1 enzyme inhibitors, primary screen, biochemical, fluorescence polarization. tRNA 2'-phosphotransferase TPT1 (Candida albicans SC5314). recombinant caTPT1, FP RNA substrate dephosphorylation. inhibition, % at 5 µM. 0.81% of 300,000 active. AID 1962, 2009;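 active means inhibition above the mean of all tested compounds plus 3 SD, set per screening campaign, cut at about 24% in these data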;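 further: plate controls were DMSO alone for no effect and ferristatin control at 100 nM for full effect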
PAFAH2 inh: PAFAH2 enzyme inhibitors, primary screen, biochemical, fluorescence polarization, human; AID 492956, 2010; recombinant PAFAH2, FP-rhodamine activity probe; Platelet-activating factor acetylhydrolase 2, cytoplasmic (Homo sapiens), Q99487; 0.99% of 340,000 active; inhibition, % at 3.39 µM;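 active means inhibition above the mean over all tested compounds plus 3 SD, cut at about 30% in these data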;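 further: inhibitors block probe labeling of enzyme so polarization drops; 0% = enzyme with DMSO and 100% = wells lacking PAFAH2 protein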
proCasp7 act: procaspase-7 activators, primary screen, counter-screen for procaspase-3 activator project, biochemical, absorbance, HTS, human. recombinant procaspase-7, Ac-DEVD-pNA absorbance 405 nm; D23A/D198A/D206A triple mutant, cannot self-cleave; scale: DMSO 0, 5 µM enzyme 100. activation, % at 8.5 µM. 0.093% of 330,000 active;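 active means percent activation above the screen-wide mean plus 3 SD, cut at about 25% in these data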
Target sequence (P55210 whole entry D23A/D198A/D206A): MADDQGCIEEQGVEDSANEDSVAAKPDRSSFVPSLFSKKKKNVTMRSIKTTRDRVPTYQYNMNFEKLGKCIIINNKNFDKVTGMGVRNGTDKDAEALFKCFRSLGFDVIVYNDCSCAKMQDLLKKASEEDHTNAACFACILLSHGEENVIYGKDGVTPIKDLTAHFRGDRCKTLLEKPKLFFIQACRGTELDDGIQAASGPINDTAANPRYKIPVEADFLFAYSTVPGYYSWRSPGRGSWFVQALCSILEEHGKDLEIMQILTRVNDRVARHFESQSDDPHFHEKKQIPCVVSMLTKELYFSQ
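Assay system: Uncleavable procaspase-7 mutant enzyme; Input: 2 µM procaspase-7 mutant as dispensed; Also added: DEVD-pNA substrate; Medium: Zinc-free HEPES pH 7.4 with 300 mM NaCl, 0.01% Triton X-100; Timing: 1 h compound preincubation, 2 h substrate cleavage, 25 °C; Measured by: Epi-absorbance of released pNA at 405 nm, two timepoints.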
PP1 inh: PP1-alpha phosphatase inhibitors, primary screen, counter-screen for PP5 inhibitor project, biochemical, fluorescence, OMFP substrate, single point; Serine/threonine-protein phosphatase PP1-alpha catalytic subunit (Homo sapiens), P62136; 0.9% of 320,000 active; purified PP1alpha; inhibition, % at 6.7 µM;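 active means inhibition above the mean inhibition of all tested compounds plus 3 SD, computed separately for each screening campaign, cut at about 15% in these data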
Target sequence (P62136 whole entry, looked up): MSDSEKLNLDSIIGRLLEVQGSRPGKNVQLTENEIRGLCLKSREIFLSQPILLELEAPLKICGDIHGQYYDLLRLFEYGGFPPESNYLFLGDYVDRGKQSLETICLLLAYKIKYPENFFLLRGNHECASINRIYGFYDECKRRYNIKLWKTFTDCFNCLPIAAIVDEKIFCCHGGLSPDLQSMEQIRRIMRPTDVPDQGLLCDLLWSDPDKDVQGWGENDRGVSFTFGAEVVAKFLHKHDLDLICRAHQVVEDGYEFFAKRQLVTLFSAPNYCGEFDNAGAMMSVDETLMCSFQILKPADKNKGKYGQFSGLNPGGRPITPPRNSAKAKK
procasp3 activ: activators of human procaspase-3 D3A mutant, primary screen, biochemical, absorbance, PC-3 D3A mutant, single concentration. AID 463141, 2010. Caspase-3 (Homo sapiens), P42574. activation, % at 8.5 µM. 0.11% of 330,000 active. recombinant procaspase-3 D3A, Ac-DEVD-pNA absorbance 405 nm;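 active means activation above the mean of all tested compounds plus 3 SD, cut at about 21% in these data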;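 further: 0% = DMSO alone and 100% = DMSO wells spiked with extra 5 µM PC-3 D3A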
Target sequence (P42574 whole entry D9A/D28A/D175A): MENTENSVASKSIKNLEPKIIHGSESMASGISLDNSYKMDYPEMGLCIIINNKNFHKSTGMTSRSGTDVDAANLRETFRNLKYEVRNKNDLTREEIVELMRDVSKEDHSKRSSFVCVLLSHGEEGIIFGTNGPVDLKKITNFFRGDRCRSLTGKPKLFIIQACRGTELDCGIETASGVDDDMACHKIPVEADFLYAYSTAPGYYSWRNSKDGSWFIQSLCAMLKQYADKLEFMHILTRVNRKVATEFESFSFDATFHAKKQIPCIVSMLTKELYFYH
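Technique: 405 nm absorbance of p-nitroaniline, reads at 0 and 120 min; Test system: Procaspase-3 D3A mutant; Incubation: 1 h enzyme-compound preincubation, then 2 h substrate reaction, 25 °C; Repeats: singlicate, each compound tested once; Benchmarks: low control DMSO wells, high control DMSO plus 5 µM PC-3 D3A.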
The depositor's hits bear a star; x = not tested or not shown.

1. CCOc1ccc(CCNC(=O)COC(=O)Cn2cnc3ccccc3c2=O)cc1OCC
2. Cc1ccc(/C=N\NC(=O)CCc2n[nH]c(=O)[nH]c2=O)o1
3. COc1ccccc1C1CC(c2ccc(NS(C)(=O)=O)cc2)=NN1C(=O)c1ccccc1 (stereo not given)
4. Cc1ccc([N+](=O)[O-])c(OCCn2cnc3ccccc32)c1
5. COc1ccc(CN(C)C(=O)CCc2ccc(S(=O)(=O)N3CCCCCC3)cc2)c(OC)c1
6. CCOC(=O)c1cccc(NC(=O)CCc2nc(-c3ccccc3F)no2)c1
entry no.	1	2	3	4	5	6
CTSL1 counter	3	-2	5	-5	x	2
core dimer inh	-1	-6	12	-2	x	-8
PP5 inh	-2.9	2.6	3.6	0.7	5.8	3.3
AHR activator	1	-1	6	1	7	1
TPT1 inh	2	-2	4	0	x	-3
PAFAH2 inh	0	5	-5	-2	1	-7
proCasp7 act	-11	10	1	2	6	9
PP1 inh	9	-2	1	2	4	1
procasp3 activ	-6	6	10	8	3	8

Just core dimer inh (three entries from above):
item | Molecule | core dimer inh
2 | Cc1ccc(/C=N\NC(=O)CCc2n[nH]c(=O)[nH]c2=O)o1 | -6
3 | COc1ccccc1C1CC(c2ccc(NS(C)(=O)=O)cc2)=NN1C(=O)c1ccccc1 (stereo not given) | 12
4 | Cc1ccc([N+](=O)[O-])c(OCCn2cnc3ccccc32)c1 | -2

Other compounds follow.
7. CC(=O)Nc1cccc(NC(=O)CSc2nnc3ccc(-c4ccncc4)nn23)c1
8. NC(=O)c1ccc(NC(=O)COC(=O)CNC(=O)c2sc3ccccc3c2Cl)cc1
9. Cc1ccc(CNS(=O)(=O)c2cc3c(cc2C)NC(=O)CO3)cc1
10. Cc1cc(=O)oc2cc(OCCSc3nnc(-c4ccccc4)o3)ccc12
11. O=[N+]([O-])c1ccccc1OCCCNCc1ccccc1
12. COc1ccc(N2CC(C(=O)Nc3ccc(S(=O)(=O)N4CCCC4)cc3)CC2=O)cc1 (stereo not given)
entry no.	7	8	9	10	11	12
CTSL1 counter	-3	x	-7	-10	4	0
core dimer inh	1	x	-4	8	-7	-11
PP5 inh	-1.5	2.3	3.8	2.5	1.0	-2.4
AHR activator	-3	0	2	-1	2	0
TPT1 inh	-3	x	2	-2	-6	-6
PAFAH2 inh	2	4	-1	0	10	-4
proCasp7 act	3	6	-6	-2	-14	-5
PP1 inh	0	7	-4	-1	-1	1
procasp3 activ	-6	6	5	-1	1	2

13. Cc1cccc2sc(N(CCCN(C)C)C(=O)c3ccc(Cl)s3)nc12
14. CC(C)OCC1CO1 (stereo not given)
15. CC1=CC(=C(C#N)C#N)C=C(C)N1Cc1ccccc1
16. COC(=O)c1ccc(OCC(=O)NC2CCCCCC2)cc1
17. CCCNC(=O)c1ccc(N2CCC3(CC2)CC(c2cccc(Br)c2)=NO3)c(NC(=O)c2ccccc2)c1
18. Cc1cc(C)c(S(=O)(=O)c2ccccc2C)c(Cl)n1
entry no.	13	14	15	16	17	18
CTSL1 counter	0	x	5	3	1	0
core dimer inh	1	x	-7	-3	5	-1
PP5 inh	-0.3	1.7	3.2	-5.6	2.2	2.6
AHR activator	0	-1	-1	7	-3	3
TPT1 inh	1	x	-2	1	-2	1
PAFAH2 inh	2	2	0	3	-11	-3
proCasp7 act	5	10	2	5	-1	-5
PP1 inh	0	-5	-2	-1	16*	0
procasp3 activ	3	5	6	-5	11	1

19. COc1ccccc1N1CCN(C(=O)c2cc3c(s2)CCC3)CC1
20. Cc1ccc(CNc2ccc3c(c2)ncn3C(C)(C)C)cc1
21. COc1ccc(/C(C)=N/NC(=O)c2cccc(S(=O)(=O)N3CCCC3)c2)c(O)c1
22. COc1cc(CN2CCN(c3ccc(C)cc3)CC2)cc([N+](=O)[O-])c1O
23. CCC(=O)N1CCN(c2cc(C)ccc2C)CC1
24. CCN(CC)S(=O)(=O)c1ccc2oc(C(=O)N3CCOCC3)c(C)c2c1
entry no.	19	20	21	22	23	24
CTSL1 counter	-4	-2	0	-1	1	-2
core dimer inh	74*	-1	-4	-1	1	-1
PP5 inh	1.1	0.7	1.2	2.0	4.6	0.5
AHR activator	2	27	-3	0	-1	-2
TPT1 inh	2	1	2	1	-1	-2
PAFAH2 inh	11	5	8	x	2	-6
proCasp7 act	2	-10	-48	-14	-8	-8
PP1 inh	5	0	-2	-3	5	1
procasp3 activ	0	2	-80	-4	-1	2

Structures listed above printed as active in core dimer inh.
nr | Molecule | core dimer inh | PP5 inh | AHR activator | TPT1 inh | PAFAH2 inh | procasp3 activ
19 | COc1ccccc1N1CCN(C(=O)c2cc3c(s2)CCC3)CC1 | 74* | 1.1 | 2 | 2 | 11 | 0

(listing goes on)
25. O=C(O)CCNS(=O)(=O)c1ccc2c(c1)CCCC2
26. CCN1CCN(C(c2cc3cc4c(cc3[nH]c2=O)OCO4)c2nnnn2C(C)(C)CC)CC1 (stereo not given)
27. COCCN(CCOC)C(=O)Nc1ccc(Cl)cc1
28. COc1cccc(-n2c(=O)c3c(C)c(C(=O)N(C)C)sc3n(CC(=O)NCCc3ccc(OC)c(OC)c3)c2=O)c1
29. COc1c2ccoc2nc2c(OC)c(OCC(O)C(C)(C)O)ccc12 (stereo not given)
30. CC1CCN(C(=O)C2CCC(CNc3c(N4CCCCC4)c(=O)c3=O)CC2)CC1 (stereo not given)
entry no.	25	26	27	28	29	30
CTSL1 counter	0	3	-2	2	-3	-1
core dimer inh	0	-4	0	2	1	-2
PP5 inh	-0.6	2.4	0.2	-0.7	1.0	1.6
AHR activator	0	0	-1	0	2	1
TPT1 inh	1	2	4	-1	1	0
PAFAH2 inh	-5	-7	-11	-2	6	5
proCasp7 act	-5	-3	7	7	5	6
PP1 inh	1	-3	4	-3	-5	-6
procasp3 activ	7	0	8	5	0	-2

31. CCOCCCNC(=O)CS(=O)(=O)Cc1nc(-c2cccc(OC)c2)oc1C
32. Cn1c(C(=O)O)c(CC(=O)N2CCC(Cc3ccccc3)CC2)c2ccccc21
33. Cc1nn(Cc2ccc([N+](=O)[O-])cc2)c(=O)n1-c1cccc(Cl)c1
34. O=C(Cn1nnc(-c2ccccc2)n1)c1ccccc1
35. CC1CN(c2ccc(NC(=S)NNCCC#N)cc2)CC(C)O1 (stereo not given)
36. Cc1cc2nc(CCl)cc(=O)n2[nH]1
entry no.	31	32	33	34	35	36
CTSL1 counter	1	-1	0	-2	2	2
core dimer inh	2	8	-1	2	-13	-5
PP5 inh	0.7	-4.3	1.3	2.3	-0.7	-0.6
AHR activator	0	19	3	5	3	-1
TPT1 inh	4	2	2	-4	0	1
PAFAH2 inh	-15	8	1	-1	6	3
proCasp7 act	6	-8	3	1	-7	0
PP1 inh	-2	-7	0	2	-5	-4
procasp3 activ	-6	-6	-5	3	6	-6

37. Cc1cc(C)n(-c2ccc(C(=O)Oc3ccc4c(c3)OCO4)cc2)n1
38. CC(C)(C)c1cc(C(c2cccnc2)N2CCN(CCO)CC2)cc(C(C)(C)C)c1O (stereo not given)
39. COc1ccc(CC(=O)NC2CC2)cc1OC
40. CC(C)C1CC(=O)NC(SCC(=O)Nc2ccc(Br)cc2)=C1C#N (stereo not given)
41. COc1ccc(-c2oc(=O)c3cc(OC)c(OC)cc3c2C#C[C@]2(O)CC[C@H]3[C@@H]4CCc5cc(OC)ccc5[C@H]4CC[C@@]32C)cc1
42. Cc1ccc2[nH]c3c(c2c1)CCC3=O
entry no.	37	38	39	40	41	42
CTSL1 counter	-1	0	-6	6	x	5
core dimer inh	0	-9	-4	4	x	-5
PP5 inh	1.4	1.4	0.7	4.8	x	0.5
AHR activator	2	0	3	16	0	2
TPT1 inh	-1	4	2	1	x	-2
PAFAH2 inh	-5	3	-7	-4	2	-4
proCasp7 act	8	13	-8	2	10	-3
PP1 inh	3	0	3	3	x	-2
procasp3 activ	5	0	-1	-5	-1	1

43. COc1ccc(OC)c(NC(=O)c2cnn(-c3ccccc3Cl)c2NC(=O)c2ccco2)c1
44. COCc1[nH]nc2c1C1(C(=O)N(C)c3ccccc31)C(C#N)=C(N)O2 (stereo not given)
45. OCCN(CCO)c1ncnc2c1sc1nc(N3CCOCC3)c3c(c12)CCCC3
46. CCOC(=O)c1c(S(=O)(=O)N2CCN(Cc3ccccc3)CC2)c(C)n(C)c1C
47. CCCCCCCC[n+]1cccc(C(=O)N2c3c(nc(N)[nH]c3=O)NC(C)C2C)c1 (stereo not given)
entry no.	43	44	45	46	47
CTSL1 counter	-2	2	0	-5	-3
core dimer inh	2	-3	-15	-4	-7
PP5 inh	-1.2	0.8	4.8	0.5	0.3
AHR activator	1	3	11	6	-1
TPT1 inh	-1	-2	3	-3	4
PAFAH2 inh	-9	-5	-3	6	-8
proCasp7 act	6	7	11	1	-3
PP1 inh	-6	-1	-2	-3	-2
procasp3 activ	-3	0	-6	-1	2
